GPR151 ag: activators of human GPR151; 1% of 650,000 active; activation, % at 11.2 µM; PathHunter beta-arrestin GPR151 cells, luminescence; in the data active means activation above about 4.9%;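 further: 0% = median of compound wells and 100% = cells with positive control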
Target sequence (Q8TDV0 whole entry, looked up): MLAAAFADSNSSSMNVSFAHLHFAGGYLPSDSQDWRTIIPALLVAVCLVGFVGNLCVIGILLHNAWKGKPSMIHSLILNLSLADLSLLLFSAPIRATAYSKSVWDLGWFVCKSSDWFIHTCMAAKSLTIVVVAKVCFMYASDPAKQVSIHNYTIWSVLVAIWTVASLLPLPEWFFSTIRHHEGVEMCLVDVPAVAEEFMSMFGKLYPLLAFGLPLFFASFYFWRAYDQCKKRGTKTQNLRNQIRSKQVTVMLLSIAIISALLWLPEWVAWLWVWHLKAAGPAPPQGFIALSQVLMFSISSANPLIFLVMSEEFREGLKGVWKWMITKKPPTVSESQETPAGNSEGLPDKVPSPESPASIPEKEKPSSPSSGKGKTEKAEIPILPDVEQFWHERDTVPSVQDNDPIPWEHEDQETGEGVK
TEAD-YAP inh: TEAD-YAP interaction inhibition. AID 1259422. HEK-TIYL cells, TEAD-Gal4/YAP UAS-luciferase luminescence. inhibition, % at 9.12 µM. 1.4% of 640,000 active; in the data active means inhibition above about 32%;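 further: 0% = median of test compound wells and 100% = reference inhibitor wells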
MITF primary: blocks human microphthalmia-associated transcription factor. O75030. AlphaScreen MITF homodimerization, bead proximity signal. inhibition, % at 2.6 µM. 0.91% of 650,000 active. AID 1259374; in the data active means inhibition above about 50%;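 further: 0% = vehicle wells with protein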
Target sequence (O75030 whole entry, looked up): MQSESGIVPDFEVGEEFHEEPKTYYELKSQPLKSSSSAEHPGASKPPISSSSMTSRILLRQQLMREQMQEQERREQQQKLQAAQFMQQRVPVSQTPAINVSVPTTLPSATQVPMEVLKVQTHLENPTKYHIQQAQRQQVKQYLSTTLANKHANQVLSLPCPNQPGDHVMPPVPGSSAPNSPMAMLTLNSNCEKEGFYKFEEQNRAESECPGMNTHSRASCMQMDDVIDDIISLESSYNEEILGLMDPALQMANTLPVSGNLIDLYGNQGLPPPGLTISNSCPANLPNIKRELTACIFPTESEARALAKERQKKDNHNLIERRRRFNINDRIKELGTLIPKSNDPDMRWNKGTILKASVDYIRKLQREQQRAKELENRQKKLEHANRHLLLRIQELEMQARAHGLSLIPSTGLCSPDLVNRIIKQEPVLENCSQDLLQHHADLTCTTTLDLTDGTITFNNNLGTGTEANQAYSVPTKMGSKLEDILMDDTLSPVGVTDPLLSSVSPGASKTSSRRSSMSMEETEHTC
FBW7 act: activators of human E3 ligase FBW7 | normalized activity (activation), % at 26.1 µM | Q969H0 | 0.13% of 650,000 active | AlphaScreen FBW7–phospho-cyclin E peptide binding, activator screen; in the data active means normalized activity above about 1.9%;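 further: purified mutant Fbw7 with reduced substrate affinity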
* marks the source's active call; other numbers are inactive results; . = no result given.

smiles	GPR151 ag	TEAD-YAP inh	MITF primary	FBW7 act
Cc1ccc(NC(=O)C2C3C=CC4(O3)C2C(=O)N(C2CCCCC2C)C4C(=O)NC2CCCC(C)C2C)cc1Cl (centres undefined)	0.0	12	8	0.1
COC(=O)COc1ccc(C2NC(=O)NC(C)=C2C(=O)NCc2ccccc2)cc1OC (centres undefined)	2.3	-6	12	0.0
Cc1ccc2c(c1)NC(C(F)(F)F)(C(F)(F)F)NC2=O	1.3	-2	-5	0.0
O=C(/C=C/c1c(F)cccc1Cl)Nc1nccs1	-3.6	-31	-3	-0.2
COc1ccc(N2CCN(c3ncnc4sc(C(=O)Nc5ccc(C(C)C)cc5)c(C)c34)CC2)cc1	1.1	-37	-9	0.4
COc1cccc(-n2nc(C(=O)Nc3ccc4c(c3)OCCO4)c3ccccc3c2=O)c1	-0.1	-1	2	0.1
CCC1CCCCN1CCCNC(=O)CNC(=O)c1nn(-c2ccc(OC)c(Cl)c2)c(=O)c2ccccc12 (centres undefined)	-0.7	-7	-9	-0.1
COC(=O)C1=CN(C2CCCC2)C=C(C(=O)OC)C1c1ccccc1Cl	0.6	-1	-12	0.9
Cc1ccc(OCC(=O)N/N=C/c2ccccc2)cc1C	0.6	-3	0	-0.1
Cc1nn2cc(CNC(=O)CC3C(=O)NCCN3Cc3ccoc3)nc2s1 (centres undefined)	3.2	11	15	0.0
Cc1ccc(S(=O)(=O)N2CCN(Cc3cccc4ccccc34)CC2)cc1	-1.5	-4	44	-0.1
O=C(Nc1cccc2ccccc12)c1nn2c(c1Cl)NC(c1cccs1)CC2C(F)(F)F (centres undefined)	-0.3	-7	0	0.1

Later entries
smiles	GPR151 ag	TEAD-YAP inh	MITF primary	FBW7 act
Cc1nccc2[nH]c(=O)c(C(=O)NC(C)CCc3ccccc3)cc12 (centres undefined)	0.2	0	1	0.2
CCOc1ccc(OCC)c(NC(=O)C2(S(=O)(=O)c3ccc(Cl)cc3)CC2)c1	-1.3	-1	-4	0.1
CCCn1c(=O)n(C)c(=O)c2c(SCC(=O)NCC3CCCO3)nc(C(C)(C)C)nc21 (centres undefined)	0.1	3	12	0.0
CCOC(=O)c1c(C)[nH]c(C(=O)COC(=O)c2[nH]c(C)c(C(C)=O)c2C)c1C	0.3	-6	-2	0.0
CCCCCOC(=O)C1=C(C)N(C)C(=O)NC1c1ccccc1I (centres undefined)	0.9	5	-7	-0.1
c1cc(N2CCOCC2)ccc1-c1cnc2ccc(NCC3CC3)nn12	0.6	-1	15	0.4
CC(=O)c1cccc(NC(=O)C2CCCCN2S(=O)(=O)c2ccc(Cl)s2)c1 (centres undefined)	0.7	5	3	-0.1
CC(C)(C)NC(=O)C(c1ccco1)N(Cc1ccc(Cl)cc1)C(=O)c1csnn1 (centres undefined)	1.0	6	-19	0.3
C=CCNC(=O)C1CC(=O)N(c2ccc(OCC(=O)N3CCCC3)cc2)C1 (centres undefined)	-0.7	-6	-3	0.2
COc1ccc(C(NC(=O)c2ccccc2)c2ccc3cccnc3c2O)cc1 (centres undefined)	-0.8	38*	46	-1.1
C=CCSc1nc2c(c(=O)[nH]1)C(c1ccccc1)C1=C(CCCC1=O)N2 (centres undefined)	0.7	5	0	0.1
O=c1[nH]c(=O)n(CCC2=CCCCC2)c(O)c1C=NCCC1=CCCCC1	-1.4	6	6	0.1

Continued (three carried over from the part before).
smiles	GPR151 ag	TEAD-YAP inh	MITF primary	FBW7 act
COc1ccc(C(NC(=O)c2ccccc2)c2ccc3cccnc3c2O)cc1 (centres undefined)	-0.8	38*	46	-1.1
C=CCSc1nc2c(c(=O)[nH]1)C(c1ccccc1)C1=C(CCCC1=O)N2 (centres undefined)	0.7	5	0	0.1
O=c1[nH]c(=O)n(CCC2=CCCCC2)c(O)c1C=NCCC1=CCCCC1	-1.4	6	6	0.1
O=S(=O)(NCc1cccnc1)c1cccc(S(=O)(=O)c2ccccc2)c1	0.3	-4	6	0.1
Cc1c(Cl)cccc1N1C(=O)/C(=C/c2ccc3c(c2)OCO3)N=C1c1ccc(Br)cc1	0.7	-9	-2	0.1
CCn1cc(C(=O)N2CCCC(c3c(S(C)(=O)=O)cnc4ncnn34)C2)c(C)n1 (centres undefined)	0.8	5	3	-0.1
O=C(COc1ccc(Br)cc1F)NNC(=O)Cc1c[nH]c2ccccc12	0.4	4	2	0.0
COc1ccc(OC(C)=O)c(/C=N/NC(=O)COc2ccc(OCc3ccccc3)cc2)c1	2.4	6	5	0.1
CCOC(=O)C1CCCN(S(=O)(=O)c2ccc3[nH]cc(C=O)c3c2)C1 (centres undefined)	3.2	11	-3	-0.1
O=c1ccnc(SCc2cn3ccccc3n2)[nH]1	-0.1	-1	4	0.0
Cc1ccc(-c2c(C)nn3c(NCCCN4CCOCC4)cc(C)nc23)cc1	-0.2	15	12	0.0
Cc1ccc(S(=O)(=O)NCCSc2ncccn2)cc1	-0.3	-2	12	0.3
Cc1cc(OC(=O)c2ccc(Cl)cc2Cl)c([N+](=O)[O-])c(=O)[nH]1	-1.8	0	-6	-0.3
Cc1ccc(S(=O)(=O)Nc2ccnc3ccccc23)cc1	0.6	-11	8	0.2
COc1ccc(S(=O)(=O)Nc2ccc(Oc3ccccc3)cc2)cc1OC	-0.7	12	4	0.5

Following part
smiles	GPR151 ag	TEAD-YAP inh	MITF primary	FBW7 act
Cc1cccc(C(O)(C(=O)NN2CCCCC2)c2cccc(C)c2)c1	-1.1	5	2	-0.1
O=C(N=C1N=C2C=CC=CN2Cc2ccccc21)c1ccc(-c2ccccc2)cc1	-6.0	-25	1	0.2
Cc1ccc(C(=O)Nc2sc3c(c2C(=O)N2CCC(Cc4ccccc4)CC2)CCCC3)cc1	-1.1	0	6	-0.1
Cn1c(=NC(=O)c2ccc(C#N)cc2)sc2cccc(F)c21	0.8	2	0	0.8
CSc1nc2ccc(NC(=O)c3cccc(N4C(=O)CCC4=O)c3)cc2s1	-0.6	4	11	0.5
NC(=O)C1CCN(Cc2nnnn2C2CCCC2)CC1	-0.7	7	-3	0.2
CCn1c2ccc(F)cc2c2nnc(SC)nc21	-1.6	-10	-12	-0.1
COc1ccc(-c2nc(N3CCOCC3)nc3nn4c(C)cc(C)nc4c23)cc1	1.3	-1	1	-0.5
CCOC(=O)CNC(=O)NC1CCCCC1	-0.3	-2	-13	0.0
COc1ccc(Cl)cc1S(=O)(=O)N1CCN=C1Cc1ccccc1	0.8	6	-2	-0.1
COc1ccc(-c2cn3cccnc3n2)cc1NC(=O)Cc1cccc(C)c1	-1.9	-4	9	0.1
Cc1ccc(NC(=O)Cn2cnc3sc(C(=O)N4CCN(c5ccccc5)CC4)c(C)c3c2=O)cc1Cl	0.2	8	0	0.0

Additional structures:
smiles	GPR151 ag	TEAD-YAP inh	MITF primary	FBW7 act
CCCCCC1CC(CC(=O)Nc2nncs2)C(=O)O1 (centres undefined)	3.4	9	12	0.3
CSc1ccc(/C=C2\N=C(c3cccs3)OC2=O)cc1	1.3	0	-16	-0.1
CC(=O)Nc1ccc(S(=O)(=O)Nc2ccc(Cl)cc2F)cc1	0.7	-3	-4	-0.2
CCN(CC)C(=O)c1sc(NC(=O)C(C)(C)C)c(C(=O)OC)c1C	-0.9	-7	3	-0.1
Cc1ccc(C2=NNC(=O)C(c3c[nH]c4ccccc34)C2)cc1 (centres undefined)	0.2	13	16	0.0
COc1ccc(N2C(=O)CC(S/C(N)=N/N=C/c3ccnc4ccccc34)C2=O)cc1 (centres undefined)	-1.1	4	-7	0.1
O=C(CCC/C=C\C[C@@H]1[C@@H](/C=C/[C@@H](O)CCc2ccccc2)[C@H](O)C[C@@H]1O)NC(CO)CO	1.0	.	-17	.
O=c1c2c3c(sc2nc(SCCc2ccccc2)n1Cc1ccccc1)CCCC3	0.6	6	6	-0.1
CC(OCc1ccccc1)C(NC(=O)OC(C)(C)C)C(=O)Nc1nccs1 (centres undefined)	13*	1	-1	-0.1
CCC(C)C(NS(=O)(=O)c1ccc(C)cc1)C(=O)NCCOC (centres undefined)	1.5	-1	1	-0.1
CCOC(=O)Cc1csc2nc3sc4c(c3c(=O)n12)CCCC4	0.5	-5	-1	-0.3
C=CCNC(=O)CSc1n[nH]c(C)c1[N+](=O)[O-]	1.0	7	4	1.4

Next entries
smiles	GPR151 ag	TEAD-YAP inh	MITF primary	FBW7 act
CCCn1c(SCC(=O)Nc2cccc(S(=O)(=O)N3CCCC3)c2)n[nH]c1=O	-1.0	5	8	-0.1
Cc1ccc(-c2nc(COC(=O)c3c(C)noc3C)cs2)cc1	0.2	-25	-4	0.0
Cc1ccc(NC(=O)COc2ccccc2)cc1Cl	0.5	-12	7	0.1
Cc1ccc(-n2[nH]c(C)c(C=Nc3ccccc3N=Cc3c(C)[nH]n(-c4ccc(C)cc4)c3=O)c2=O)cc1	-0.8	-53	-3	-0.1
N#Cc1cc2c(nc1SCC(=O)Nc1ccc(F)cc1)CCCC2=O	-0.3	-51	-6	0.0
O=C1CSC(c2ccc(Cl)cc2)N1c1ccc(Cl)c(Cl)c1 (centres undefined)	-1.2	-17	2	-0.1
Oc1ccc(Nc2nccn3c(-c4ccsc4)cnc23)cc1	-0.7	37*	-6	0.0
O=C(Nc1c(O)c2ccccc2oc1=O)c1ccccc1Br	-0.3	4	12	0.4
CCOc1ccc(NC(=O)c2cc3nc(-c4ccc(Cl)cc4)cc(C(F)(F)F)n3n2)cc1	2.2	6	11	0.0
CC(C)(C)OC(=O)N1CCC2(CC1)N=C(c1ccccc1)C(=S)N2	-0.5	4	7	0.1
O=CN1CCN(C(=O)CSc2ncnc3sc4c(c23)CCC4)CC1	0.5	13	-8	-0.2
COc1ccc(CN2CCN(Cc3ccccc3)C(CCO)C2)c(OC)c1OC (centres undefined)	-0.4	7	4	-0.1

More entries.
molecule | GPR151 ag | TEAD-YAP inh | MITF primary | FBW7 act
CCOC(=O)c1c(NC(=O)c2cccc(F)c2)sc(C(=O)Nc2ccc(OC)cc2)c1C | 1.3 | -13 | -10 | 0.1
COc1ccc(S(=O)(=O)N2CCN(c3ccccc3OC)CC2)cc1 | 2.0 | -1 | 9 | 0.1
O=C(CCC(=O)N/N=C/c1ccccc1)N/N=C/c1ccccc1 | -0.6 | 2 | 16 | 0.1
O=C(c1cn(-c2ccc(Cl)cc2)c(=O)c2ccccc12)N1CCCC1 | -1.2 | 15 | 5 | 0.1
NC(=O)C1(C(N)=O)OC12C1CC3CC(C1)CC2C3 (centres undefined) | -0.1 | 8 | 8 | -0.1
COc1ccn2c(C3CCN(C(C)=O)CC3)nc(-c3ccc(F)cc3)c2c1 | -0.5 | -29 | 4 | -0.7
COc1ccccc1OCCOc1ccc(/C=C2/C(=N)N3N=C(c4ccccc4C)SC3=NC2=O)cc1OC | -0.5 | -7 | 1 | 0.4
CCOc1cc2c(cc1OCC)C(c1ccc(OC)c3ccccc13)NCC2 (centres undefined) | 1.5 | 9 | 10 | 0.3
CCOC(=O)c1c(NC(=O)CN2CCN(Cc3ccccc3)CC2)sc(C(C)=O)c1C | -0.8 | 4 | 20 | 0.1
O=C(Nc1nc2c(s1)CCc1ccccc1-2)c1ccc(Oc2ccccc2)cc1 | 0.0 | 3 | 11 | 0.9
Cc1cc(C)nc(-n2nc(C)c3c(C(F)(F)F)cc(=O)[nH]c32)n1 | 2.6 | 2 | 24 | 0.0
Cc1cc(C)nc(NS(=O)(=O)c2ccc(NC(=O)c3c(F)cccc3F)cc2)n1 | 0.9 | -8 | 7 | 0.0

Further records:
molecule | GPR151 ag | TEAD-YAP inh | MITF primary | FBW7 act
N#C/C(=C1\CCCCCN1)c1nc2ccccc2s1 | 1.0 | 6 | 12 | -0.2
O=C(N/N=C/c1cccc([N+](=O)[O-])c1)c1cc[n+](Cc2ccccc2)cc1 | -0.5 | 7 | 3 | 0.1
CC(C)N(CCNC(=O)c1cnc(Oc2ccccc2)s1)C(C)C | -0.8 | 5 | 42 | 0.0
O=S(=O)(c1ccc(Cl)cc1)N1CCC2(CC1)CO2 | 0.4 | 3 | 3 | 0.2
O=C1CC(c2ccccc2)CN1C(=O)c1ccccc1[N+](=O)[O-] (centres undefined) | -0.4 | 3 | 10 | -0.1
CCOC(=O)Oc1ccc2oc(=O)cc(C)c2c1 | -1.4 | -20 | -23 | -0.1
O=C(CSc1nc2ccc([N+](=O)[O-])cc2s1)c1ccc(F)cc1 | 1.4 | -16 | 5 | -0.3
NC(=O)c1ccc(NCc2ccco2)c([N+](=O)[O-])c1 | 1.0 | -7 | 17 | 0.1
O=C(Nc1nc(C23CC4CC(CC(C4)C2)C3)cs1)c1ccco1 | 1.3 | -48 | 7 | 0.2
COC(=O)CC1(C)NN=C(c2ccc(C)cc2)S1 (centres undefined) | 1.0 | -56 | 5 | -0.1
CC1CCCN(C(=O)c2cc(F)c(F)cc2Cl)C1 (centres undefined) | 1.9 | 2 | 1 | 0.1
COc1ccc(CCNC(=O)N2c3ccccc3CC2C(N)=O)cc1 (centres undefined) | 0.6 | -2 | 9 | 0.1
CC(C)(C)c1ccc(NC(=O)CSc2n[nH]c(N)n2)cc1 | 1.0 | -15 | 12 | 0.8
Cc1cccn2c(CNCCC3CCCN3C)c(C(=O)N3CCOCC3)nc12 (centres undefined) | -2.7 | 1 | 2 | 0.0

Filtered by structure: the entries above with a cyano group (3)
molecule | GPR151 ag | TEAD-YAP inh | MITF primary | FBW7 act
Cn1c(=NC(=O)c2ccc(C#N)cc2)sc2cccc(F)c21 | 0.8 | 2 | 0 | 0.8
N#Cc1cc2c(nc1SCC(=O)Nc1ccc(F)cc1)CCCC2=O | -0.3 | -51 | -6 | 0.0
N#C/C(=C1\CCCCCN1)c1nc2ccccc2s1 | 1.0 | 6 | 12 | -0.2

Source: PubChem BioAssay
